Screening data as filed in PubChem BioAssay.
MrgX1 PAM: positive allosteric modulators of MrgX1, primary screen, HEK293 cells, Fluo-4 calcium flux. Mas-related G-protein coupled receptor member X1 (Homo sapiens), Q96LB2. FDSS; active compounds read high. B-score at 10 µM. 0.63% of 310,000 active. AID 588675, 2011;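 active = plate-corrected calcium response at least 3 library SD above typical, normal starting fluorescence, not activating the receptor alone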;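 note: compound read alongside a low EC10 to EC30 dose of BAM8-22 agonist; peak minus trough fluorescence over baseline measured at the second addition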
Target sequence (Q96LB2 whole entry, looked up): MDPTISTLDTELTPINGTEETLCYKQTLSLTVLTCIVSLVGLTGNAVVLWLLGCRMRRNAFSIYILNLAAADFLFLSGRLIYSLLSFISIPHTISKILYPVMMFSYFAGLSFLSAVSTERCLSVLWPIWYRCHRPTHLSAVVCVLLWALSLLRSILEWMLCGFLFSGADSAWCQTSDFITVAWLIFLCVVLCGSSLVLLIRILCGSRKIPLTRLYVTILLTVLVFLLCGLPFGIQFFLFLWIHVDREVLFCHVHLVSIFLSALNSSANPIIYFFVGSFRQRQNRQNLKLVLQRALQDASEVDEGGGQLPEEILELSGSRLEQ
TRPC6 act: mouse TRPC6 channel activators, primary screen, cell-based, HEK293, membrane potential dye; Short transient receptor potential channel 6 (Mus musculus), Q61143; B-score at 10 µM; 0.13% of 310,000 active; HEK293-TRPC6 membrane potential dye fluorescence; active compounds read high; AID 2550, 2010;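 active = B-score of the integrated fluorescence ratio above library mean plus 3 SD, and starting fluorescence ratio within library mean plus 5 SD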;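 note: higher score means more depolarization so channel activation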
RGS4 inh: RGS4 inhibitors, primary screen, cell-based, HEK293 M3R inducible RGS4, calcium flux; Fluo-4 calcium flux; active compounds read high; triggered by carbachol at its EC20; AID 463165, 2010; 0.45% of 310,000 active; Regulator of G-protein signaling 4 (Homo sapiens), P49798; B-score at 10 µM;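 active = B-score, a plate-corrected calcium signal, over three deviations above library mean, with baseline fluorescence within five deviations of library mean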;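 note: RGS4 expression induced by doxycycline in cells with stable M3 receptor; B-score is computed from the integrated fluorescence ratio over baseline after carbachol; higher B-score means a larger calcium signal and so more RGS4 inhibition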
Target sequence (P49798 whole entry, looked up): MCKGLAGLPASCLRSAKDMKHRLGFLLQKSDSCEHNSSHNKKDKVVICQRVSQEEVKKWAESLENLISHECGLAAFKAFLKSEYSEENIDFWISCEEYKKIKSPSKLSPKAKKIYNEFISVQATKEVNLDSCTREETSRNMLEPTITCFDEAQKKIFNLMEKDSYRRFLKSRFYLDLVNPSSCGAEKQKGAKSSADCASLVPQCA
MrgX1 antagonist: antagonists of human MrgX1 receptor, primary screen, HEK293 cells, Fluo-4 calcium flux; Mas-related G-protein coupled receptor member X1 (Homo sapiens), Q96LB2; BAM8-22 antagonism; active compounds read low; 1.3% of 310,000 active; B-score at 10 µM;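 active = calcium-response B-score plate-corrected more than 3 library SD below zero, starting fluorescence within 5 deviations, no agonist response on first addition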;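 note: peak minus trough fluorescence over baseline after final BAM8-22 challenge near maximal dose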
ANO1 block: TMEM16A chloride channel inhibitors, primary screen, cell-based, HTS | HEK293 TMEM16A/YFP iodide influx fluorescence, ionomycin | normalized B-score (activity score, 25-100; higher = stronger inhibition) at 10 µM | 1.2% of 310,000 active | AID 588511, 2011;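 active = ratio plate-corrected score three or more library SD toward inhibition, starting fluorescence score within five deviations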;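 note: score derived from kinetic fluorescence span divided by baseline fluorescence per well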
RGS4 pot: RGS4 potentiators or activators, primary screen, cell-based, HEK293 M3R inducible RGS4, calcium flux; B-score at 10 µM; 0.92% of 310,000 active; AID 463111, 2010; carbachol calcium flux Fluo4; active compounds read low;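 active = B-score of the integrated calcium signal more than 4 SD below the library mean, with starting fluorescence not abnormally high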;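 note: negative B-score means reduced calcium response which marks RGS4 activation or potentiation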
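Assay system: HEK293 FlpIn-TREx cells, stable M3R, doxycycline-inducible RGS4 / Probe or stimulus: carbachol, ECmax concentration / Times: overnight RGS4 induction, 30 min dye load 37 °C, 20 min compound RT / Signal: kinetic calcium fluorescence imaging with Fluo4-AM dye, 2 µM / Measure: Agonist-evoked peak-minus-minimum fluorescence over baseline, integrated ratio, B score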
MrgX1 agonist: agonists of human MrgX1 receptor, primary screen, HEK293 cells, Fluo-4 calcium flux; 0.44% of 310,000 active; Fluo-4 calcium fluorescence, agonist mode; active compounds read high; B-score at 10 µM; Mas-related G-protein coupled receptor member X1 (Homo sapiens), Q96LB2; AID 588627, 2011;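 active = calcium response B-score plate-corrected fluorescence ratio at least 3 library SD, with starting fluorescence B-score inside 5 SD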
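Test system: HEK293 cells stably expressing human MrgX1 receptor; Input: fifteen thousand cells per well; Dosing: compound delivered in addition one of three; Schedule: overnight seeding, then 1 h dark dye loading; Technique: Fluo-4 NW calcium fluorescence; Measure: B-scored fluorescence response ratio; Controls: positive and negative controls per plate.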
HDAC3 inh: HDAC3 deacetylase inhibitors, primary screen, biochemical, fluorescence, cell-free homogeneous; 0.15% of 320,000 active; Histone deacetylase 3 (Homo sapiens), O15379; inhibition, % at 8.3 µM; recombinant HDAC3, fluorogenic peptide/trypsin coupled; in the data active = inhibition above about 26%, passing the limit was not always enough
Target sequence (O15379 whole entry, looked up): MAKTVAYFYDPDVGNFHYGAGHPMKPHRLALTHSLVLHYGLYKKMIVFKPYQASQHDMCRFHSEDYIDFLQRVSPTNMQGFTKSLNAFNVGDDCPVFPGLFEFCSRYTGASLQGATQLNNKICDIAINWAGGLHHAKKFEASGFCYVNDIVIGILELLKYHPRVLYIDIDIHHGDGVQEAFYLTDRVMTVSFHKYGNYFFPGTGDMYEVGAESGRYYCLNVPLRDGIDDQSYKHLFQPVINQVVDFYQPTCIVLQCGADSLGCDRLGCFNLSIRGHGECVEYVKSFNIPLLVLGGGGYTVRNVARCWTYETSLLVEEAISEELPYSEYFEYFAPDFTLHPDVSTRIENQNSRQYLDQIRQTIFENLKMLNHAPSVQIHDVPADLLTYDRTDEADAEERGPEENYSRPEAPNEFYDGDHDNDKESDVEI
SKKanGAS inh: S. pyogenes SKKanGAS growth inhibitors in kanamycin, primary screen, streptokinase expression inhibitor project, SKKanGAS strain, BacTiter-Glo luminescence. 6 h. inhibition, % at 7.5 µM. 1.3% of 300,000 active. AID 1662, 2009;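 active = mean replicate score, as percent of positive control median, at least 50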;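 note: strain carries kanamycin resistance gene driven by streptokinase promoter and grows in 40 µg/ml kanamycin; loss of luminescence reflects streptokinase promoter inhibition or plain growth inhibition; 0% = median of DMSO wells and 100% = positive control at its reference dose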
TRPC6 inh: mouse TRPC6 channel inhibitors, primary screen, cell-based, HEK293, membrane potential dye; Short transient receptor potential channel 6 (Mus musculus), Q61143; ACh-evoked depolarization; active compounds read low; B-score at 10 µM; 1.1% of 310,000 active; AID 2553, 2010;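 active = B-score under library mean minus 3 SD, initial fluorescence not abnormally high, positive integrated signal ratio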;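 note: B-score derived from integrated fluorescence ratio over the kinetic read; more negative B-score means stronger inhibition of depolarization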
ANO1 activ: TMEM16A chloride channel activators or potentiators, primary screen, cell-based, HTS | B-score at 10 µM | Anoctamin-1 (Mus musculus), Q8BHY3 | 0.3% of 340,000 active | HEK293 TMEM16A/YFP-H148Q/I152L, iodide quench fluorescence; active compounds read low;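 active = fluorescence-ratio B-score plate-corrected deviation score at least 3 library SD below zero, with starting fluorescence score within 5 deviations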;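 note: channel opened by trigger with iodide after compound preincubation; score built on the fluorescence ratio of max minus min over baseline; more negative score means more quench and so TMEM16A activation or potentiation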
An asterisk follows results filed as active; i = inactive; . = not tested or not shown.

Structure | MrgX1 PAM | TRPC6 act | RGS4 inh | MrgX1 antagonist | ANO1 block | RGS4 pot | MrgX1 agonist | HDAC3 inh | SKKanGAS inh | TRPC6 inh | ANO1 activ
CC1=CC(C)C(C(=O)O)C(C(=O)Nc2cccnc2)C1 (stereo not drawn) | i | i | i | i | i | i | i | -4 | 3 | i | i
CC1(C)Cc2nc(Cl)c(C#N)cc2CO1 | i | i | i | i | i | i | i | -6 | -9 | i | i
O=S(O)OC1CS(=O)(=O)CC1c1ccccc1 (stereo not drawn) | i | i | i | i | i | i | i | 0 | -1 | i | i
O=[N+]([O-])c1ccccc1Oc1ccc(Cl)c2cccnc12 | i | i | i | i | i | i | i | -5 | -12 | i | i
CCOc1cc2c(cc1OCC)C(c1ccc(OC)c(OC)c1)N(c1ccc(C(=O)O)cc1)C(=O)C2 (stereo not drawn) | i | i | i | i | i | i | i | -13 | . | i | i
Cc1cccc(OCC(=O)N(Cc2ccco2)C2CCS(=O)(=O)C2)c1 (stereo not drawn) | i | i | i | i | i | i | i | 0 | -1 | i | i
COc1ccc(/C(O)=C2/C(=O)C(=O)N(CCN(C)C)C2c2cccnc2)cc1OC (stereo not drawn) | i | i | i | i | i | i | i | -4 | 1 | i | i
CC(=O)Nc1ccc(SCC(=O)Nc2oc(C)c3c(C)n[nH]c(=O)c23)cc1 | i | i | i | i | i | i | i | 9 | -1 | i | i
O=C(COc1cccc2ccccc12)Nc1cc(S(=O)(=O)N2CCOCC2)ccc1N1CCOCC1 | i | i | i | i | i | i | i | 6 | 4 | i | .
CCn1cc(CN2N=C(C)CC2c2ccccc2)c(C)n1 (stereo not drawn) | i | i | i | i | i | i | i | -6 | -7 | i | i
CC1(C)CC(=O)C2=C(C1)N1CCCCC1CC2=O (stereo not drawn) | i | i | i | i | i | i | i | 21 | 1 | i | i
C=CCn1c(C(CC)CC)nc2ccccc21 | i | i | i | i | i | i | i | -2 | 2 | i | i
COC(Cc1n[nH]c(=S)n1-c1ccccc1)OC | i | i | i | i | i | i | i | 0 | -6 | i | i
Cc1cc(C)n(-c2ncc3c(n2)N(C)CCOC3=O)n1 | i | i | i | i | i | i | i | 2 | -1 | i | i
COc1ccccc1NC(=O)CC(NC1CCCCC1)C(=O)O (stereo not drawn) | i | i | i | i | i | i | i | 4 | -19 | i | i
CCc1ccc(NC(=O)CSc2nnnn2C)cc1 | i | i | i | i | i | i | i | -2 | -1 | i | i
COc1ccc(C(CNC(=O)C(=O)NC2CCCCC2)N2CCN(C)CC2)cc1 (stereo not drawn) | i | i | i | i | i | i | i | 10 | -1 | i | i
C(=C\c1ccco1)/c1ccc2ccccc2n1 | i | i | i | i | i | i | i | -6 | 11 | i | i
CCOC(=O)C1=C(C)NC(SCC(=O)O)=C(C#N)C1c1ccco1 (stereo not drawn) | i | i | i | i | i | i | i | 1 | -3 | i | i
c1ccc(CN2CCN(c3nc4ccccc4c4ccccc34)CC2)cc1 | i | i | i | i | i | i | i | 10 | 76* | i | i
O=C(NCCc1ccccc1)C1CC1 | i | i | i | i | i | i | i | -3 | -5 | i | i
O=C(Cn1nc(-c2ccccc2)c2ccccc2c1=O)Nc1cccnc1 | i | i | i | i | i | i | i | 7 | 0 | i | i
COc1cccc(-n2c(SCC(=O)NCC3CCCO3)nc3c(c2=O)SCC3)c1 (stereo not drawn) | i | i | i | i | i | i | i | -10 | -1 | i | i
Cn1cc(Cl)c(C(=O)Nc2cnn(Cc3ccc(F)cc3)c2)n1 | i | i | i | i | i | i | i | 0 | 4 | i | i
CC(=O)Nc1ccc(Nc2ccc(S(=O)(=O)C(F)(F)F)cc2[N+](=O)[O-])cc1 | i | i | i | i | i | i | i | 6 | -7 | i | i
CCN1CCN(CC(O)COc2ccc(Cl)cc2)CC1 (stereo not drawn) | i | i | i | i | i | i | i | -7 | 11 | i | i
COc1ccc(C2=NO[C@@H]3C(=O)N(Cc4ccccc4)C(=O)[C@H]23)c(OC)c1 | i | i | i | i | i | i | i | 10 | -5 | i | i
O=C1c2ccccc2CN1c1ccccc1 | i | i | i | i | i | i | i | -8 | -6 | i | i
CCN(C(=O)c1cccs1)C1CCS(=O)(=O)C1 (stereo not drawn) | . | i | i | . | . | i | . | . | 7 | i | i
CCOC(=O)CSc1nc(C2CC2)cc(-c2ccc(F)cc2)c1C#N | i | i | i | i | i | -8.5* | i | 5 | -9 | i | i
CCOC(=O)C1(Cc2ccc(O)cc2)NC(c2ccccc2F)C2C(=O)N(C)C(=O)C21 (stereo not drawn) | i | i | i | i | i | i | i | . | -6 | i | i
Cc1cc(N2CCC(C)CC2)c(F)cc1[N+](=O)[O-] | i | i | i | i | i | i | i | -3 | -18 | i | i
O=C(Nc1ccc(Br)cc1)N1CCc2ccccc2C1 | i | i | i | i | i | i | i | 7 | -2 | i | i
O=C(CN1C(=O)NC(CCc2ccccc2)C1=O)NC1CC1 (stereo not drawn) | i | i | i | i | i | i | i | -1 | -6 | i | i
COc1ccc(OC)c(/C=N/NC(=O)C(=O)NCc2cccnc2)c1 | i | i | i | i | i | i | i | -3 | 6 | i | i
CCOC(=O)c1ccccc1NC(=O)COC | i | i | i | i | i | i | i | 0 | -4 | i | i
CC(C)OCCCNC(=O)C(C)Oc1ccccc1 (stereo not drawn) | i | i | i | i | i | i | i | -3 | 0 | i | i
COc1ccc2c(c1OC)C(=O)N1N=C(c3ccccc3)CC21 (stereo not drawn) | i | i | i | i | i | i | i | 2 | -3 | i | i
CN(C)/N=C/c1cc(Cl)cc([N+](=O)[O-])c1O | i | i | i | i | i | i | i | -6 | 0 | i | i
Cc1ccc(NC(=O)c2sc3ncnc(N4CCN(c5ccccn5)CC4)c3c2C)c(C)c1 | i | i | i | i | i | i | i | 10 | -5 | i | i
CC(C)(Oc1ccc(Cl)cc1)C(=O)OCn1nnc2ccccc2c1=O | i | i | i | i | 100* | i | i | 2 | -2 | i | i
N#C/C(=C\c1ccccc1)c1ccccn1 | i | i | i | i | i | i | i | 3 | -5 | i | i
Cn1c(N)c(S(=O)(=O)NCc2ccccc2)c(=O)n(C)c1=O | i | i | i | i | i | i | i | -2 | 7 | i | i
Cc1ccc(C)n1NC(=O)c1ccccc1Cl | i | i | i | i | i | i | i | 0 | -3 | i | i
O=Cc1c(N2CCCCC2)nc2ccccn2c1=O | i | i | i | i | i | i | i | 1 | 8 | i | i
O=C(CSc1nc(-c2ccco2)cc(C(F)(F)F)n1)N1CCCc2ccccc21 | i | i | i | i | i | i | i | -6 | 16 | i | i
O=S(=O)(NCc1ccccn1)c1ccc2ccccc2c1 | i | i | i | i | i | i | i | 1 | -10 | i | i
NC(=O)N/N=C/c1c(Sc2nnnn2-c2ccccc2)nc2ccccn2c1=O | i | i | 12* | i | i | i | i | -1 | 7 | i | i
CC(C)(C)Nc1nc(Cl)nc(Nc2ccccc2)n1 | i | i | i | i | i | i | i | 10 | 12 | i | i
CN(C)CCN(Cc1ccccc1)S(=O)(=O)c1ccc(-c2ccc(=O)[nH]n2)s1 | 6.6* | i | i | i | i | i | i | -1 | 0 | i | i
Cc1ccc(C(=O)NC(C)c2nnc(SCC(=O)NC3CCCC3)n2C)cc1 (stereo not drawn) | i | i | i | i | i | i | i | -3 | -1 | i | i
CCC1(C)Cc2c(sc3nnn(Cc4ccccc4Cl)c(=O)c23)CO1 (stereo not drawn) | i | i | i | i | i | i | i | 4 | 19 | i | i
COc1cccc(CN(C)C(=O)c2csc3c2CCCC3)c1OC | i | i | i | i | i | i | i | 4 | -3 | i | i
CC1CCN(C(=O)c2[nH]cnc2C(=O)N[C@@H](C)C(=O)OCc2ccccc2)CC1 | i | i | i | i | i | i | i | 4 | 6 | i | i
COCc1cc(C(C)=O)ccc1OC | i | i | i | i | i | i | i | -1 | -2 | i | i
CCCCC(=O)Nc1ccc(NC(=S)NC(=O)CC)cc1OC | i | i | i | i | i | i | i | 0 | 2 | i | i

Next part
Structure | MrgX1 PAM | TRPC6 act | RGS4 inh | MrgX1 antagonist | ANO1 block | RGS4 pot | MrgX1 agonist | HDAC3 inh | SKKanGAS inh | TRPC6 inh | ANO1 activ
COC(=O)c1ccc(CN2CCN(CC=C(C)C)C(CCO)C2)cc1 (stereo not drawn) | i | i | i | i | i | i | i | -8 | -8 | i | i
Fc1cccc(CSc2ncnc3c2oc2ccccc23)c1 | i | i | i | i | i | i | i | -7 | -11 | i | i
O=[N+]([O-])c1cc([N+](=O)[O-])c(Oc2cc(F)cc(F)c2)cc1NN1CCCCC1 | i | . | . | i | i | . | i | -8 | . | . | i
Clc1ccc(-c2ccnc(Oc3cc(Cl)ccc3Cl)n2)cc1 | i | i | i | i | 25* | i | i | -1 | -11 | i | i
CCOc1ccc(NC(=O)COC(=O)COc2cccc3c2OC(C)(C)C3)cc1 | i | i | i | i | i | i | i | 1 | -3 | i | i
COc1ccccc1NC(=O)C/C(C)=N/NC(=O)c1ccccn1 | i | i | i | i | i | i | i | 1 | 5 | i | i
O=C(NC1Cc2ccccc2C1)c1cc(COc2cccc(C(F)(F)F)c2)on1 | i | i | i | i | i | i | i | . | -3 | i | i
O=C(CSc1nnc(CNC(=O)c2c(F)cccc2F)o1)NCC1CCCO1 (stereo not drawn) | i | i | i | i | i | i | i | 8 | 33 | i | i

Compounds were not picked by outcome. Share with any hit: about 6.7%.
